Screening results: PubChem BioAssay, several laboratories
PERK inh = blocks human PERK kinase; CHO PERK-DD fusion, SEAP luminescence translation reporter; 0.17% of 220,000 active; inhibition, % at 5.6 µM; Q9NZJ5;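 active = inhibition above the mean inhibition of all tested compounds plus 3 SD, set separately per screening campaign, cut at about 2.9% in these data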;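 also: PERK kinase domain activated by AP20187 dimerizer at 100 nM; 0% = DMSO with dimerizer and 100% = rapamycin at 8.4 µM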
zVAD death inh = blocks zVAD induced death of L929 cells | 0.38% of 220,000 active | L929 zVAD necroptosis rescue, ATP luminescence, 24 h; with zVAD 60 µM | viability rescue, % at 10 µM;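 active = activation, scaled between plate controls, above about 75%, limit read from the data; inactive = activation under that limit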;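 also: 0% = zVAD with DMSO and 100% = DMSO alone without zVAD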
RBBP9 inh = inhibitors of human serine hydrolase RBBP9 | inhibition, % at 7.94 µM | 0.2% of 220,000 active | recombinant RBBP9, FP-Rh probe fluorescence polarization | AID 1515;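 active = inhibition above the campaign mean of all tested compounds plus 3 SD, cut at about 14% in these data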;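 also: plate controls were DMSO wells with RBBP9 for no effect and wells lacking RBBP9 protein for full effect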
Target sequence (O75884 whole entry, looked up): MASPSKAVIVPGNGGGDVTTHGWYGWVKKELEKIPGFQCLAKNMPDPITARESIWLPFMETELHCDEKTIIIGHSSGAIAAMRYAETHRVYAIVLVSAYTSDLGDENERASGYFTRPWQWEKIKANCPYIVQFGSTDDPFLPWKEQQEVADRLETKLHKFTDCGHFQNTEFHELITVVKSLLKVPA
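Measured by: FP readout at 525/598 nm; material: recombinant human RBBP9; also added: Serine-hydrolase probe FP-Rh, 375 nM pre-mixing; medium: Tris buffer pH 8.0, NaCl, Pluronic; replication: one well per compound; doses: one concentration, 7.94 µM nominal, 0.794% DMSO; timing: preincubation 30 min plus labeling 45 min at 25 °C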
EP2 mod = modulates human prostaglandin E2 receptor EP2 signaling; EP2-expressing cells, cAMP HTRF FRET, PGE2 co-stimulation; induction, % at 25 µM; 0.83% of 260,000 active; AID 940;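 active = compounds whose cAMP rise, as percent of the full-agonist control response, exceeds 60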;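 also: rat C6 glioma line stably carrying human EP2 under a CMV promoter; the protocol text gives 20 µM as final concentration; 100% = response of wells given 1 µM PGE2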
Target sequence (P43116 whole entry, looked up): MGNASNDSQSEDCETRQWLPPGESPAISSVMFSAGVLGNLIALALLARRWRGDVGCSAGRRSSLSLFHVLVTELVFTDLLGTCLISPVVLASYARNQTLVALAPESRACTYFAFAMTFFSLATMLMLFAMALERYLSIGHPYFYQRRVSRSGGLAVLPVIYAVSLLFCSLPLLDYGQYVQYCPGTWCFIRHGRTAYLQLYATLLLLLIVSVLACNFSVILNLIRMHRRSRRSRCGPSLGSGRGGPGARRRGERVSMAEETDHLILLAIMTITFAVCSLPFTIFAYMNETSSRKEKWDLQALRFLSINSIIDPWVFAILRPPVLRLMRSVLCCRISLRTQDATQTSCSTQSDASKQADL
Runt-SMMHC FRET = blocks binding of human RUNX1 Runt domain to CBFb-SMMHC | 0.74% of 220,000 active | Q01196+Q13951 | Cerulean-Runt/Venus-CBFb-SMMHC FRET ratio 530/480, 1 h | AID 1434 | inhibition, % at 20 µM;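 active = mean inhibition across duplicate retests at 20 µM reaching about 50%, limit read from the data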;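 also: 0% = DMSO wells and 100% = wells with excess untagged CBFb-SMMHC; inhibitors lower the FRET ratio by blocking Runt binding to CBFb-SMMHC; some results filed as inactive read as strong as hits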
Hck-Nef inh = blocks Nef-activated human Hck kinase; P08631; Recombinant Hck-YEEI plus Nef, Z-Lyte FRET kinase assay; inhibition, % at 20 µM; 0.68% of 220,000 active;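 active = Hck-Nef kinase inhibition above about 50%, limit read from the data; inactive = inhibition below that limit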;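 also: 0% = DMSO with Hck plus Nef and 100% = Hck alone without Nef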
Target sequence (P08631 whole entry, looked up): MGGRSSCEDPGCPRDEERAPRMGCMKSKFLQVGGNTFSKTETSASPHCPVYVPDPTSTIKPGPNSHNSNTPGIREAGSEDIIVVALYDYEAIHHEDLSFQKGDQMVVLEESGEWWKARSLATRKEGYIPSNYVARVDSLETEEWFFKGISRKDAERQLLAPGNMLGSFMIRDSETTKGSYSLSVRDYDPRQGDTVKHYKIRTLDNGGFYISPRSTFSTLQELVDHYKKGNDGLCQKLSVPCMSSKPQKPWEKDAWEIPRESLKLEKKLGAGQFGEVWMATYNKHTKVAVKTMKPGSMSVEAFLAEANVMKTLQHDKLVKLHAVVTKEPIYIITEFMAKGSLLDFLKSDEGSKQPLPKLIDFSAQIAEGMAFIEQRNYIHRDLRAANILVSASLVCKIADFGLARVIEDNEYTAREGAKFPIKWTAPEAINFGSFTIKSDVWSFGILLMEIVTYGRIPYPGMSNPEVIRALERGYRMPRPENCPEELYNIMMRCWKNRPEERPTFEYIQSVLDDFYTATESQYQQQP
Runt-CBFb FRET = Runt domain-CBFb interaction inhibition | inhibition, % at 20 µM | 0.46% of 220,000 active | Q01196+Q13951 | AID 1496 | Cerulean-Runt/Venus-CBFb FRET ratio 530/480, 1 h;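 active = inhibition over about 50% at 20 µM in the single-dose screen, limit read from the data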;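 also: 0% = DMSO wells and 100% = excess unlabeled CBFb competitor control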
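test system = Cerulean-Runt domain fusion protein, energy donor | probe or stimulus = Venus-CBFb binding partner, 100 nM | incubation = two 1 h room-temperature incubations shielded from light | detection = fluorescence energy transfer, 422 nm excitation, 530/480 nm emission | measure = loss of energy transfer signal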
TNF death inh = inhibitors of TNF-alpha induced necroptosis in Jurkat FADD-/- cells; Jurkat FADD-/- TNF necroptosis rescue, ATP luminescence, 24 h; 0 = TNF only, 100 = no-TNF cells; activation (protection from cell death), % at 10 µM; 0.068% of 220,000 active;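 active = activation, meaning protection from cell death, of at least 50% relative to plate controls; inactive = activation below 50%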;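 also: necroptosis triggered by 40 ng/mL TNF-alpha added together with compound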
EP2 antag = inhibitors of human EP2 prostaglandin E2 receptor. C6 glioma cells expressing human EP2, cAMP TR-FRET; cells stimulated with saturating PGE2. 0.52% of 260,000 active. inhibition, % at 25 µM;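 active = percent inhibition above 40 after rounding to a whole number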;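 also: rat C6 glioma host cells with rolipram phosphodiesterase inhibitor present; the protocol text gives 20 µM as final concentration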
Numbers without * were called inactive; / = not tested or not shown; & = joins results of further samples.

Under each structure – PERK inh | zVAD death inh | RBBP9 inh | EP2 mod | Runt-SMMHC FRET | Hck-Nef inh | Runt-CBFb FRET | TNF death inh | EP2 antag
COC(=O)c1scc(S(=O)(=O)C(C)C)c1N/N=C(\C#N)C(=O)c1ccc(Cl)cc1
    0.6 | -0.7 | -8.8 | -37.2 | -5.8 | 11.4 | -5.8 | 0.3 | 6.9
CCOC(=O)N1CCN(CC(O)c2ccc3c(c2)CCN3)CC1 (stereo not given)
    1.4 | 0.2 | -3.4 | 20.4 | 1.6 | 6.9 | -1.9 | -0.3 | 5.8
COc1ccc(C(=O)Oc2cc(/C=N/NC(N)=S)ccc2OC)cc1
    -0.2 | 0.1 | -6.6 | -12.9 | 8.7 | 1.6 | 5.0 | -5.7 | 1.8
CC(=O)c1ccc(S(=O)(=O)N2CCCC2)cc1
    1.7 | -0.7 | -1.2 | -0.8&-3.3 | -7.1 | 1.9 | 0.6 | 0.6 | 9.1&5.8
COc1ccc(C(=O)Nc2ccc(S(=O)(=O)NC(C)C)cc2)cc1
    0.5 | 0.7 | -6.4 | -2.8 | -0.4 | 0.8 | -0.4 | 0.5 | 7.1
CCOC(=O)Cc1cc(-c2ccc(OC)cc2)nc2ccc3ccccc3c12
    -0.5 | 1.3 | -10.7 | 28.8 | -0.4 | 1.3 | -1.3 | 2.3 | 10.9
COc1cc(OC)nc(/N=C/N(C)C)n1
    1.8 | 0.0 | 8.1 | 5.5 | -4.6 | 3.0 | 0.8 | -1.3 | 3.6
C=C(C(=O)c1ccccc1)C(CC(=O)c1ccccc1)c1ccccc1 (stereo not given)
    1.1 | 2.2 | -3.0 | 43.1 | 2.1 | 1.0 | -0.8 | -8.1 | 4.3
CC(=O)NNC(=O)CCn1c2c(c3ccccc31)CCCC2
    1.2 | 0.5 | 10.0 | 2.0 | -5.0 | 17.1 | -2.9 | 6.7 | 7.7
CCOc1cc(CNc2ccc(Br)cc2)cc(Br)c1OCC(=O)NC(C)(C)C
    0.1 | 0.0 | -4.7 | 9.4 | 1.5 | 0.7 | -0.8 | 0.5 | 9.1
Clc1ccc(Oc2nc3c(Cl)cccc3s2)cc1Cl
    0.1 | -0.3 | -8.5 | 9.0 | -6.3 | 27.0 | -0.2 | 0.5 | -0.7
CCOC(=O)C(=NCCOC)NNc1cc(Cl)ccc1Cl
    0.5 | 0.9 | -4.5 | 24.5 | 1.9 | 2.6 | 0.6 | 0.2 | 0.8
OCCN=C(c1ccccc1)C12CN3CN(CN(C3)C1)C2
    1.2 | -0.9 | -4.8 | 18.4 | 1.4 | -0.1 | 0.7 | -1.0 | 11.8
CNC(=O)c1cccc2nc3ccccc3nc12
    -0.2 | 7.6 | -6.2 | -26.5 | 9.0 | 25.1 | 2.0 | -1.3 | 11.0
COc1ccc(CN2CC(=O)N(c3ccc(C)c(C)c3)C2=S)cc1OC
    -0.4 | -0.9 | -9.7 | 19.8 | -0.7 | 9.2 | -1.9 | -0.3 | 1.0
CCOC(=O)N1CCN(CC(=O)c2c(C)[nH]c3ccccc23)CC1
    1.1 | 1.4 | -2.6 | 8.3 | 1.2 | -2.3 | 0.1 | 2.7 | 6.0
CC(C)Cc1cc(C(=O)Nc2ccc(Br)cc2)no1
    0.7 | 1.5 | -7.1 | 5.0 | -1.5 | 18.7 | 1.6 | 5.4 | 5.1
CCC(C)NC(=O)c1ccccc1NC(=O)c1ccc(CSc2ccc(C)cc2)cc1 (stereo not given)
    0.3 | 0.1 | -5.9 | -2.0 | -1.0 | 2.3 | -0.8 | -0.4 | 8.2
CN(C)CCNc1ncnc2c1cnn2-c1ccc(Cl)cc1
    0.6 | 0.0 | -5.5 | -8.6 | 0.4 | 0.9 | 2.5 | 5.2 | 14.4
CC(c1ccccc1)n1cc(C(=O)NCc2ccccn2)nn1 (stereo not given)
    -0.2 | 0.2 | 5.2 | 26.5&-15.0 | 0.9 | 1.1 | -0.2 | 3.1 | 6.5&7.6
CC(=O)NNc1nc(-c2ccccc2)cs1
    1.1 | 1.5 | -6.4 | 6.7 | 10.9 | 15.3 | 17.7 | 0.3 | 8.8
CCO[C@H]1OC(C(=O)N2CCOCC2)=C[C@@H](c2coc3ccccc3c2=O)[C@@H]1CCCO
    0.5 | -1.1 | -3.6 | -12.0 | -3.1 | 6.1 | 4.9 | -0.3 | 3.4
Cc1ccccc1Nc1nnc(SCC(=O)Nc2ncc(C(F)(F)F)cc2Cl)s1
    0.6 | 1.8 | -2.3 | -8.4 | -0.1 | 1.0 | -3.5 | 1.0 | 5.5
COC(=O)C1=C(Nc2cc(Cl)cc(Cl)c2)CSC1
    1.7 | 0.1 | -1.8 | 48.1 | 6.2 | 20.3 | 2.6 | -0.6 | 8.2
Cc1ccc(S(=O)(=O)C2(C(=O)N3CCN(c4cc(C)ccc4C)CC3)CC2)cc1
    0.6 | 8.0 | -10.5 | 29.7 | 1.6 | 20.2 | -4.5 | -1.3 | 3.2
CCCC[C@@H]1CN=C(N)N1CCc1cc(C(F)(F)F)cc(C(F)(F)F)c1
    / | -1.9 | / | 25.9 | -0.9 | 24.6 | 1.0 | -5.0 | 17.8
Cc1cc(C)nc(/N=C2/NC(=O)CS2)n1
    -0.3 | 0.2 | -3.6 | 26.4 | -2.9 | 0.5 | 1.5 | 1.4 | 5.9
CN(CC(=O)Nc1ccc(F)cc1)C(=O)CSc1nc2ncc(Cl)cc2[nH]1
    0.2 | 2.4 | -7.1 | -7.1 | 0.5 | 13.7 | 1.5 | -0.4 | 8.9
O=C(O)/C=C/c1ccc([N+](=O)[O-])o1
    1.2 | -0.3 | -10.3 | 20.0 | -0.1 | 26.6 | 1.6 | -2.0 | 5.3
NNc1nnc(-c2ccccc2)c(-c2ccccc2)n1
    -0.9 | 1.4 | -7.4 | -5.0 | -0.6 | -0.5 | 22.1 | 0.3 | 8.8
O=C(NCCCN1CCCC1=O)c1cc(-c2ccc3c(c2)OCO3)nc2ccccc12
    0.1 | 1.3 | -2.7 | -14.1 | 1.9 | -15.6 | -0.5 | -1.0 | 15.8
O=S1(=O)CCN2C(Cc3ccc(SC(F)F)cc3)=CSC2=N1
    1.4 | -0.3 | -0.8 | -11.3 | 2.2 | 1.7 | -1.3 | -1.7 | 3.8
O=C1NC2(CCCCCC2)Oc2ccccc21
    -0.1 | 2.1 | -5.4 | 27.2 | 3.9 | 17.2 | 0.4 | 1.0 | 12.3
S=C(NCc1ccco1)N/N=C/c1ccc(Cl)cc1
    -0.3 | -0.3 | -14.0 | -32.8 | 2.8 | 2.7 | 0.9 | 1.2 | 4.2
COc1cc(OC)cc(-c2cc3nc4c(c(N5CCN(c6ncccn6)CC5)n3n2)CCCC4)c1
    -0.8 | 1.3 | -6.1 | 57.7 | -3.4 | 1.5 | -12.7 | -2.4 | 7.8
CC(C)N(Cc1nc(-c2ccccc2)no1)C(=O)CN(C)S(=O)(=O)c1ccccc1
    0.2 | 0.1 | -6.5 | 1.2 | -2.4 | 0.6 | -3.2 | 0.0 | 13.6
N#Cc1cn(CCOc2ccc(F)cc2)c2ccccc12
    0.3 | 0.2 | -7.1 | 24.3 | -1.4 | 16.8 | -0.1 | 5.4 | 16.2
Cc1cc(C(=O)N/N=C/c2c[nH]c3ccccc23)c(C)o1
    1.1 | 1.9 | -5.8 | -2.5 | 2.3 | 2.7 | 1.2 | -2.2 | 10.2
CC(=O)c1c(C)[nH]c(C(=O)COC(=O)CNS(=O)(=O)c2ccccc2)c1C
    1.4 | 0.0 | -4.5 | 26.6 | 0.4 | 2.6 | -0.1 | -1.8 | 15.3
O=C(Nc1cnn(Cc2ccc(Cl)cc2)c1)c1ccc([N+](=O)[O-])cc1
    -0.5 | 0.2 | 3.0 | -49.5 | 2.0 | 3.0 | / | -2.8 | 11.8
CC/C(O)=C1\C(=O)CC(C)(C)CC1=NCCc1nc2ccccc2[nH]1
    0.2 | -0.3 | -2.9 | -20.3 | -1.2 | 26.5 | -1.0 | 0.0 | 13.8
O=C(Cc1cccs1)Nc1cccc([N+](=O)[O-])c1
    0.2 | 2.3 | -3.4 | -22.5 | -5.6 | 15.9 | 1.6 | 27.5 | 0.6
CCCC[n+]1ccc(-c2nc3ccc([N+](=O)[O-])cc3[nH]2)cc1
    -0.3 | 0.6 | 4.0 | -32.0 | 6.1 | 2.2 | -3.4 | 1.2 | 6.7
CC1=C(C(=O)NC2CCCC(C)C2C)C2(CCCCC2)OC1=O (stereo not given)
    0.7 | 1.1 | -3.9 | 1.2 | 2.8 | 21.3 | -0.7 | 0.6 | 16.4
COc1cc2c(cc1Cl)C(=O)C(F)(c1ccccc1)C(=O)N2 (stereo not given)
    -0.3 | 2.4 | -3.6 | -40.4 | 5.2 | -8.4 | -0.1 | -0.6 | 11.9
CC(C)(C)CC(=O)Nc1nn[nH]n1
    0.6 | -0.7 | -3.7 | 9.6 | -0.8 | -2.3 | -1.4 | 0.7 | 6.1
Cc1ccc2sc(NC(=O)CSc3nc(C)cc(C)c3C#N)nc2c1
    0.1 | 1.1 | -2.9 | 0.3 | 55.6* | 1.3 | 12.5 | 2.8 | 6.8
Cc1cccc(NC(=S)NCc2cccn2C)c1
    -0.2 | -0.2 | -3.1 | -1.9 | -0.7 | 3.0 | 2.0 | -9.9 | 7.5
CCC(=O)Nc1nc2ccccc2n1Cc1ccc(C)cc1
    -2.4 | 0.4 | -13.9 | 5.9 | 0.7 | -0.1 | 2.1 | 0.4 | 18.1
Cc1cc(C(=O)CSc2nnc(N)s2)c(C)n1Cc1cccs1
    -0.6 | 0.1 | -7.8 | 16.7 | -0.4 | 1.6 | 27.0 | -0.1 | 8.7
O=C(O)c1cnc2[nH]c3ccccc3n2c1=O
    -0.2 | 0.5 | -8.6 | 24.4 | 0.1 | -2.4 | 2.5 | 2.2 | 9.2
Cc1ccc(C(=O)NCc2cccs2)cc1S(=O)(=O)N1CCCCC1
    -0.8 | -0.6 | -9.7 | -7.5 | -4.2 | -0.5 | -0.4 | 5.9 | 5.2
CCOc1ccc(N(CC(=O)NCc2ccccc2)S(C)(=O)=O)cc1
    0.0 | 0.8 | -1.9 | 14.6 | -2.3 | 3.0 | -0.3 | 0.9 | 13.2
CCC(=O)Nc1c(OC(=O)CC)ccc2c(C)cc(=O)oc12
    1.9 | 1.1 | 4.6 | -3.5 | 19.8 | 43.3 | 6.5 | -0.1 | 18.4
CC(C)C(c1nnnn1Cc1cccs1)N1CCN(C2CCCC2)CC1 (stereo not given)
    -0.3 | 0.2 | -9.6 | -10.8 | 18.0 | 2.0 | 0.9 | -0.1 | 7.4
CCS(=O)(=O)N1CCC(C(=O)NCc2ccc3c(c2)OCO3)CC1
    1.3 | 2.2 | -0.2 | 19.1 | 2.7 | 25.2 | 0.5 | -0.3 | 10.3
O=C(O)CSCC(=O)c1ccccc1
    -0.1 | 0.4 | -2.6 | 37.6&-9.4 | -8.7 | 2.2 | -5.2 | 0.3 | 10.2&13.5

The list is partial; the hit share may differ from the screen's.
